# NCI-60 one-dose screen, 48 h, at 10 µM unless noted. Numbers give growth in % (100 = growth as untreated, 0 = no growth, -100 = all killed).
# U251 = U251 CNS tumor cells | 80,000 compounds, 5.4% hits
# SF-539 = SF-539 CNS cancer | 81,000 compounds, 6.8% hits
# SF-295 = SF-295 CNS cancer cells. AID 1794758. 79,000 compounds, 5.6% hits
# SF-268 = SF-268 CNS cancer cells | 82,000 compounds, 3.1% hits | AID 1794759
# SNB-19 = SNB-19 CNS cancer cells. 81,000 compounds, 2.5% hits. AID 1794751
# PC-3 = PC-3 prostate cancer cells | 80,000 compounds, 3.9% hits
# DU-145 = DU-145 prostate cancer; 81,000 compounds, 4.2% hits; AID 1794760
# SNB-75 = SNB-75 CNS cancer | 79,000 compounds, 5% hits
# HCC-2998 = HCC-2998 colon cancer; 79,000 compounds, 4.7% hits; AID 1794799
# * hit, by the source's call; nt = no result given; & = joins results of further samples. Rule for the calls: active = growth percent below 10; inactive = the rest.
nr	SMILES	U251	SF-539	SF-295	SF-268	SNB-19
1	S=P(Oc1cc(Cl)c(Cl)cc1Cl)(N1CCN(c2cccc(Cl)c2)CC1)N1CCN(c2cccc(Cl)c2)CC1	96	99	102	100	98
2	C=C(C)[C@@H]1CC[C@]2(C(=O)OC)CC[C@]3(C)[C@H](CC[C@@H]4[C@@]5(C)C/C(=C/c6cccc(I)c6)C(=O)C(C)(C)[C@@H]5CC[C@]43C)[C@@H]12	nt	92	98	95	94
3	CCS(=O)(=O)N(C)c1ccc(C(=O)N2CCN(c3cccc(Cl)c3)CC2)cc1	91	101	nt	74	93
4	CC(=O)c1nn(-c2ccc(S(N)(=O)=O)cc2)c(-c2ccc(C)cc2)c1S(=O)(=O)c1ccccc1	88	82	89	nt	94
5	Cc1ccc2c(Cn3cc(CSc4nc5ccccc5o4)nn3)cc(=O)oc2c1	113	101	110	103	105
6	Cc1ccc(OCCSC(=S)N(C)C)cc1	84	108	99	95	107
7	CC(C)(C)c1ccc(O)c(O)c1	100	109	111	113	109
8	COc1cc2c(cc1OC)C(=O)OC(=O)C2	117	101	100	112	101

nr	PC-3	DU-145	SNB-75	HCC-2998
1	95	110	87	96
2	96	113	89	100
3	70	83	134	102
4	88	nt	76	106
5	104	111	105	115
6	86	101	93	100
7	131	115	101	115
8	115	115	96	nt

# The list continues.
nr	SMILES	U251	SF-539	SF-295	SF-268	SNB-19
9	Cc1ccc(CSc2nc(-c3ccc(F)cc3)c(C#N)c(N3CCN(c4ccccc4)CC3)n2)cc1	93	95	95	85	95
10	O=C(COc1ccc(NC(=O)Nc2ccc(Cl)c(Cl)c2)cc1)N=Nc1c(O)[nH]c2ccc(Br)cc12	-85*	-91*	-68*	1.4*	-5.6*
11	CC(C)(C)CC(C)(C)Nc1c(-c2cccnc2)nc2cnccn12	92	90	96	95	95
12	COc1cc(/C=C/C(=O)c2c(C)[n+]([O-])c3ccccc3[n+]2[O-])ccc1O	91	100	89	95	111
13	O=C1Nc2ccccc2/C1=C/c1ccc(OCc2ccccn2)cc1	54	65	73	73	61
14	CN1CCN(CC(=O)N2c3ccccc3C(=O)Nc3cccnc32)CC1	105	104	105	109	101
15	COc1cccc(-c2nn(-c3ccccc3)cc2-c2ccnc(NCCNS(=O)(=O)c3ccc(Cl)cc3)c2)c1	31	54	22	46	46
16	CCOP(=O)(OCC)c1nc(-c2ccccc2)oc1NCCCO	97	101	103	103	95

nr	PC-3	DU-145	SNB-75	HCC-2998
9	75	99	85	104
10	-17*	-30*	7.5*	-67*
11	96	109	94	100
12	91	101	162	116
13	56	80	65	98
14	89	116	105	113
15	11	53	66	19
16	99	107	86	106

# The results go on.
nr	SMILES	U251	SF-539	SF-295	SF-268	SNB-19
17	CCOC(=O)c1c(-c2ccc(OC)cc2)c(C#N)c(=O)n(-c2cccc(C(F)(F)F)c2)c1N	93	102	99	96	89
18	C=C(C=O)[C@@H]1CC[C@]2(CO)CC[C@]3(C)[C@H](CC[C@@H]4[C@@]5(C)CCCNC(C)(C)[C@@H]5CC[C@]43C)[C@@H]12	30	72	83	84	80
19	CC(=O)C1=CC[C@H]2[C@@H]3CCC4=CC(=O)CC[C@]4(C)[C@H]3CC[C@]12C	99	98	120	86	106
20	Cc1cc(C)c(O)c(CNC2CCCCC2)c1	97	111	94	100	101
21	Cc1ncc2c(n1)-c1cnc(Nc3ccccc3)nc1CC2	98	97	104	94	96
22	CNCCC1CCCCC1	103	109	101	96	102
23	C/C(=N\Nc1ccc(Cl)cc1)c1ccc(NC2=CC(=O)c3ccccc3C2=O)cc1	61	81	86	77	90
24	CCN(CC)CCCNc1nccc2c(OC)cccc12	99	100	95	102	113

nr	PC-3	DU-145	SNB-75	HCC-2998
17	95	105	71	113
18	11	53	nt	-66*
19	87	86	134	104
20	105	110	94	92
21	96	116	63	103
22	86	105	93	96
23	43	81	81	97
24	87	109	76	107

# From compound 10 up to 24, as listed above:
nr	SMILES	U251	SF-539	SF-295	SF-268	SNB-19
10	O=C(COc1ccc(NC(=O)Nc2ccc(Cl)c(Cl)c2)cc1)N=Nc1c(O)[nH]c2ccc(Br)cc12	-85*	-91*	-68*	1.4*	-5.6*
11	CC(C)(C)CC(C)(C)Nc1c(-c2cccnc2)nc2cnccn12	92	90	96	95	95
12	COc1cc(/C=C/C(=O)c2c(C)[n+]([O-])c3ccccc3[n+]2[O-])ccc1O	91	100	89	95	111
13	O=C1Nc2ccccc2/C1=C/c1ccc(OCc2ccccn2)cc1	54	65	73	73	61
14	CN1CCN(CC(=O)N2c3ccccc3C(=O)Nc3cccnc32)CC1	105	104	105	109	101
15	COc1cccc(-c2nn(-c3ccccc3)cc2-c2ccnc(NCCNS(=O)(=O)c3ccc(Cl)cc3)c2)c1	31	54	22	46	46
16	CCOP(=O)(OCC)c1nc(-c2ccccc2)oc1NCCCO	97	101	103	103	95
17	CCOC(=O)c1c(-c2ccc(OC)cc2)c(C#N)c(=O)n(-c2cccc(C(F)(F)F)c2)c1N	93	102	99	96	89
18	C=C(C=O)[C@@H]1CC[C@]2(CO)CC[C@]3(C)[C@H](CC[C@@H]4[C@@]5(C)CCCNC(C)(C)[C@@H]5CC[C@]43C)[C@@H]12	30	72	83	84	80
19	CC(=O)C1=CC[C@H]2[C@@H]3CCC4=CC(=O)CC[C@]4(C)[C@H]3CC[C@]12C	99	98	120	86	106

nr	PC-3	DU-145	SNB-75	HCC-2998
10	-17*	-30*	7.5*	-67*
11	96	109	94	100
12	91	101	162	116
13	56	80	65	98
14	89	116	105	113
15	11	53	66	19
16	99	107	86	106
17	95	105	71	113
18	11	53	nt	-66*
19	87	86	134	104

nr	SMILES	U251	SF-539	SF-295	SF-268	SNB-19
20	Cc1cc(C)c(O)c(CNC2CCCCC2)c1	97	111	94	100	101
21	Cc1ncc2c(n1)-c1cnc(Nc3ccccc3)nc1CC2	98	97	104	94	96
22	CNCCC1CCCCC1	103	109	101	96	102
23	C/C(=N\Nc1ccc(Cl)cc1)c1ccc(NC2=CC(=O)c3ccccc3C2=O)cc1	61	81	86	77	90
24	CCN(CC)CCCNc1nccc2c(OC)cccc12	99	100	95	102	113

nr	PC-3	DU-145	SNB-75	HCC-2998
20	105	110	94	92
21	96	116	63	103
22	86	105	93	96
23	43	81	81	97
24	87	109	76	107

# Going on with the list:
nr	SMILES	U251	SF-539	SF-295	SF-268	SNB-19
25	Cc1ccc2[nH]c(=O)c3c(c2c1)Oc1ncn2nc(-c4ccco4)nc2c1C3c1ccc(Cl)cc1 (configuration not stated)	98	90	96	92	88
26	CCOc1cnc(NC(=O)CCl)nc1OCC	107	98	100	91	102
27	COc1ccc(/C=N/NC(=O)CSc2nc3ccccc3c(=O)n2CCc2ccc(S(N)(=O)=O)cc2)cc1	78	97	78	80	98
28	CC(=O)Nc1ccc2c(c1)-c1ccc(F)cc1C2=O	107	84	111	102	101
29	Cc1ccc(C)c2c1SC1=NNC(C(C#N)C#N)=C(C#N)C(=N)N12	97	101	nt	113	118
30	CC1=CC(c2ccc(Cl)cc2)N2C=C(C)SC2=N1 (configuration not stated)	108	115	99	104	105
31	CCOC(C)CCCS(=O)(=O)O (configuration not stated)	95	94	nt	111	102
32	CCOC(=O)c1cc2c(n1Cc1cc(OC)cc(OC)c1Br)-c1nc(NC(C)=O)sc1CCC2	63	86	76	67	84

nr	PC-3	DU-145	SNB-75	HCC-2998
25	94	99	nt	98
26	98	99	97	94
27	76	81	91	95
28	92	116	83	101
29	96	127	101	99
30	104	109	102	108
31	100	111	101	105
32	22	89	66	73

# Remaining list, next part:
nr	SMILES	U251	SF-539	SF-295	SF-268	SNB-19
33	CCCCCCCCCCCCNC(=O)N[C@H](C(=O)N[C@H]1/C=C/OCCNC(=O)/C=C/[C@H](C(C)C)NC1=O)C(C)C	43	55	95	46	47
34	O=C1N/C(=N\c2nnc(-c3ccc(O)cc3)s2)S/C1=C\c1ccccc1O	101	101	94	91	94
35	CCCCCCCCCCC(C(O)c1ccccc1)N1CCCCC1 (configuration not stated)	28	27	nt	68	44
36	CC1CCCCC1(O)C[N+](=O)[O-] (configuration not stated)	100	108	112	101	101
37	COc1ccc(OC)c(C2C(C#N)=C(N)Oc3c2c(N)nn3-c2ccccc2)c1 (configuration not stated)	101	96	107	95	96
38	CCN1CCN(Cc2ccc(NC(=O)Nc3cccc(-n4ccc5c(NC(=O)c6ccccc6)nccc54)c3)cc2C(F)(F)F)CC1	76	81	56	85	90
39	O=C(c1ccccc1)C(C(c1ccccc1)N1CCOCC1)N1CCCCC1 (configuration not stated)	100	105	118	105	101
40	Cc1ccc(NC(=O)/C=C/C(=O)O)c(NC(=O)/C=C/C(=O)O)c1	101	90	102	101	101

nr	PC-3	DU-145	SNB-75	HCC-2998
33	51	67	46	90
34	87	95	78	106
35	26	65	63	49
36	98	115	108	105
37	92	108	85	107
38	66	89	80	102
39	103	112	101	117
40	95	113	82	101

# Going on with the list.
nr	SMILES	U251	SF-539	SF-295	SF-268	SNB-19
41	CCSc1nc(Cl)cc(Cl)n1	98	93	104	104	97
42	O=S(=O)(Nc1ccccn1)c1ccc(Nc2nc(N3CCOCC3)c3ccccc3n2)cc1	83	95	97	92	113
43	Cn1c(=O)[nH]c2nc(SCC(=O)c3ccc(Cl)cc3)[nH]c2c1=O	109	96	94	101	100
44	COc1cc(/C=C2/C(=O)N=C(NC(C)=O)N2C)ccc1OC(C)=O	102	101	101	105	108
45	CN(C(=O)c1cc2ccccc2[nH]1)c1ccccc1C(=O)O	99	91	101	95	100
46	CCCCCCCCCCCCCCCc1cc(O)ccc1N	81&68	-84*	50&41	37&77	118&97
47	C/C(=N/NC(=S)NC1CCCCC1)c1sc(Nc2ccc(Cl)cc2)nc1C	93	109	91	98	96
48	c1ccc(-c2ccc(-c3nc4ccccn4c3NCCN3CCOCC3)cc2)cc1	89	97	95	85	98

nr	PC-3	DU-145	SNB-75	HCC-2998
41	83	106	92	87
42	80	94	81	97
43	101	106	95	106
44	101	nt	89	104
45	89	104	nt	101
46	22&35	107&97	30&63	101&96
47	83	101	79	109
48	63	80	81	96

# (continued)
nr	SMILES	U251	SF-539	SF-295	SF-268	SNB-19
49	COc1ccc(N2[C@@H](CC3=CCCC3)[C@@]3(O)CC[C@@H](O)[C@@H](OC)[C@@H]3[C@@]2(C)[C@H](O)CC=C(C)C)cc1	60	97	54	73	84
50	CCNC(=O)C1COc2ccccc2O1 (configuration not stated)	99	96	103	102	104
51	COc1ccc(-c2n/c(=C\c3c(O)[nH]c4cc(Cl)ccc34)cc3c2=Nc2ccccc2-3)cc1	102	98	92	85	103
52	COc1cc2ccnc(/C=N\O)c2cc1OC	90	94	nt	96	99
53	O=C(NC1CCCCC1)c1ccc2ccccc2c1O	46	60	nt	69	77
54	CC1=NN(CC(=O)N/N=C/c2ccc(Cl)cc2)C(=O)CC1	101	101	100	101	102
55	O=c1[nH]c2ccccc2nc1/C=C/NC(=S)NCc1ccccc1	98	103	106	103	116
56	O=C(O)c1cc(Cl)nc2ccccc12	102	104	111	92	114

nr	PC-3	DU-145	SNB-75	HCC-2998
49	38	88	61	85
50	89	105	95	108
51	76	87	86	105
52	92	117	86	112
53	64	84	81	80
54	100	113	108	105
55	98	109	91	107
56	92	110	116	101

# 2 entries from above, with tabs:
item	Compound	U251	SF-539	SF-295	SF-268	SNB-19	PC-3	DU-145	SNB-75	HCC-2998
15	COc1cccc(-c2nn(-c3ccccc3)cc2-c2ccnc(NCCNS(=O)(=O)c3ccc(Cl)cc3)c2)c1	31	54	22	46	46	11	53	66	19
16	CCOP(=O)(OCC)c1nc(-c2ccccc2)oc1NCCCO	97	101	103	103	95	99	107	86	106

# Going on with the list:
nr	SMILES	U251	SF-539	SF-295	SF-268	SNB-19
57	CC/C(=C(/c1ccc(O)cc1)c1ccc(OCCN2CCCCCC2)cc1)c1ccc(Cl)cc1	51	78	88	63	80
58	O=C(O)c1ccc(NC(=O)c2nc(-c3ccccc3)n(-c3ccc(Cl)cc3)n2)cc1	95	97	108	100	104
59	COc1ccc(-c2cc(-c3ccc(Cl)cc3)c(C#N)c(=O)n2CCCCC(=O)NO)cc1	70	83	90	85	78
60	CCCCNc1ncnc2[nH]ncc12	95	95	91	101	96
61	O=C(O)c1ccccc1/C=N/NC(=O)c1cnc2n(c1=O)CCCCC2	100	96	97	101	98
62	NS(=O)(=O)Oc1ccc(NC(=O)C23CC4CC(CC(C4)C2)C3)cc1Cl	96	87	101	88	91
63	CCN(CC)c1ccc(C=O)c(OCc2cn(CC(=O)Nc3ccc(Br)cc3C)nn2)c1	102	107	113	110	104
64	CC(=O)O[C@@H]1CCN2C(=O)Nc3ncccc3[C@@H]2C1	105	101	99	102	104

nr	PC-3	DU-145	SNB-75	HCC-2998
57	28	83	89	29
58	93	106	90	nt
59	71	78	77	84
60	88	111	92	120
61	104	108	88	109
62	94	100	84	103
63	111	109	111	113
64	94	113	85	113

# (further entries)
nr	SMILES	U251	SF-539	SF-295	SF-268	SNB-19
65	O=C(CCN1C(=O)c2ccccc2C1=O)Nc1ccc(Cl)cc1	62	86	28	74	90
66	Oc1cc2oc3cc(O)c(O)cc3c2cc1O	105	94	87	98	107
67	O=C(NC(CSCc1ccccc1)C(=O)O)OCc1ccccc1 (configuration not stated)	101	100	nt	103	105
68	O=C(CN1CCCCCC1)Nc1nc2ccc(NCc3ccccc3)cc2s1	80	91	69	96	83
69	Cc1ccc(S(=O)(=O)Oc2ccc3c4c(c(=O)oc3c2)CCCCCC4)cc1	63	55	nt	86	69
70	O=C(c1ccccc1)C(NCCc1ccccc1)c1ccccc1 (configuration not stated)	103	98	98	107	113
71	CC(=O)Nc1ccc2c(c1)C(=O)c1cccc(C(=O)O)c1-2	108	106	100	104	101

nr	PC-3	DU-145	SNB-75	HCC-2998
65	72	67	94	75
66	104	109	96	101
67	104	109	84	111
68	70	92	101	103
69	59	77	109	61
70	90	114	nt	101
71	99	116	91	102

# Screening results as filed in PubChem BioAssay.
